# p47phox inh: p47phox/p22phox peptide binding inhibitors, primary screen, biochemical, uHTS, NADPH oxidase regulatory subunit. Neutrophil cytosol factor 1 (Homo sapiens), P14598. AID 1274, 2008. inhibition, % at 24.7 µM. fluorescence polarization, 2 h. hit rate 0.53% among 220,000;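 note: 0% = p47phox with labelled peptide and 100% = labelled peptide alone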
# Furin inhibitor: human furin inhibitors, primary screen, biochemical, fluorescence intensity; P09958; purified furin, fluorogenic substrate cleavage; inhibition, % at 30 µM; hit rate 0.061% among 220,000; AID 463115, 2010; in the data active = inhibition above about 25%; note: inactives centre near -15
# Target sequence (P09958 108-714 limits assumed): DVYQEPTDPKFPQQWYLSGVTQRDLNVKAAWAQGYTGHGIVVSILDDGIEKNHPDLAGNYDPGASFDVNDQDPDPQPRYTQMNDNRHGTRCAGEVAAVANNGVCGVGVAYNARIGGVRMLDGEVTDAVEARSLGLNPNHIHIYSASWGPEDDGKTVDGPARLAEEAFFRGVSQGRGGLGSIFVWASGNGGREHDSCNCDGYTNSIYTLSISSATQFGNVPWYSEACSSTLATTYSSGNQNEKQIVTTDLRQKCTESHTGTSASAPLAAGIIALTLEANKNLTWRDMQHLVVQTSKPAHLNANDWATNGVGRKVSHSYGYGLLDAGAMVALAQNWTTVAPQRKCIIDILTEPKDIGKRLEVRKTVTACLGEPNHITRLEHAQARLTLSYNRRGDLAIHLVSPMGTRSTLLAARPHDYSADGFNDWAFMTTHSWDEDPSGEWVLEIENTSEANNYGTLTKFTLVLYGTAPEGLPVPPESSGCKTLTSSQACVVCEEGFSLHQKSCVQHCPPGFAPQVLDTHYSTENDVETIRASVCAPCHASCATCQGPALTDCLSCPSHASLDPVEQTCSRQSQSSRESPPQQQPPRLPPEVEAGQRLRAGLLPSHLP
# hK5 inh: human KLK5 protease inhibitors, primary screen, biochemical, 1536-well; hit rate 0.59% among 210,000; Kallikrein-5 (Homo sapiens), Q9Y337; recombinant hK5, fluorogenic AMC substrate cleavage; AID 873, 2007; inhibition, % at 5 µM;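 active = inhibition of 40% or more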;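 note: 0% = enzyme controls without compound and 100% = no-enzyme blanks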
# Target sequence (Q9Y337 67-293 limits assumed): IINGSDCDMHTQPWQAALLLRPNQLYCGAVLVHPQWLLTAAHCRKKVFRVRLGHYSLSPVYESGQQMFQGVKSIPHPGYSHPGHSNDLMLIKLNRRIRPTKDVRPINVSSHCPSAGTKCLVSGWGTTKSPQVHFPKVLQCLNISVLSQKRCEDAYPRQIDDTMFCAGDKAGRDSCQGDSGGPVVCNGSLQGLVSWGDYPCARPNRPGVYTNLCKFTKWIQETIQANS
# EBV gp42 block: Epstein-Barr virus gp42 inhibitors, primary screen, biochemical, uHTS, fluorescence polarization; inhibition, % (tested at 21.74 µM); hit rate 0.42% among 220,000; Fluorescence polarization binding assay, mP read-out; Glycoprotein 42 (Epstein-Barr virus (strain AG876)), Q1HVG2; in the data active = inhibition above about 50%
# Thrombin inh: human alpha-thrombin inhibitors, primary screen, counter-screen for coagulation protease inhibitor project, biochemical, 1536-well, fluorogenic AMC substrate; AID 1046, 2008; Prothrombin (Homo sapiens), P00734; Boc-VPR-AMC fluorogenic substrate cleavage; inhibition, % at 5 µM; hit rate 0.26% among 220,000;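 active = inhibition at or above 40%; inactive = inhibition below 40%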;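 note: 0% = enzyme with no compound and 100% = wells without enzyme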
#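 Material: Human alpha-thrombin protein | Buffer or medium: pH 7.5 Tris-saline with Tween 20 | Reagent: Boc-VPR-AMC substrate, 15 µM final | Schedule: Reaction at ambient temperature | Detection: AMC fluorescence at 355 nm excitation and 460 nm emission | Evaluation: Percent inhibition scaled between no-compound controls and no-enzyme blanks | Controls: no-compound enzyme wells and no-enzyme blanks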
# 14-3-3 Bad inh: inhibitors of 14-3-3 zeta/Bad binding, primary screen, biochemical, TR-FRET, bovine 14-3-3 zeta; TR-FRET 14-3-3zeta/Dy647-pBad peptide displacement, 1 h; 14-3-3 protein zeta/delta (Bos taurus), P63103; hit rate 0.71% among 220,000; AID 781, 2007; inhibition, % at 21.7 µM;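 active = inhibition above about 70%, limit read from the data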;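 note: 0% = full 14-3-3 plus peptide FRET controls and 100% = background without 14-3-3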
# Target sequence (P63103 whole entry, looked up): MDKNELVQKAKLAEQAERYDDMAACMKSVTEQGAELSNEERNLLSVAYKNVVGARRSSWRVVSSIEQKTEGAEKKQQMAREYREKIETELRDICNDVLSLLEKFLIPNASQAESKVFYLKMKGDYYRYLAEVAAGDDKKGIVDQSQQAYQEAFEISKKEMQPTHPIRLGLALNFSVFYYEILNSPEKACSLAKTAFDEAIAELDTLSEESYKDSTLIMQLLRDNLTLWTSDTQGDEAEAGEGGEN
# Cl transport mod: KCC2 cotransporter modulators, thallium flux, primary screen, cell-based, HEK293 KCC2, FluoZin-2 fluorescence, MLSMR; KCC2 cells, thallium flux FluoZin-2 fluorescence; B-score of Tl+ flux slope (higher = more flux/activation; lower = inhibition) at 10 µM; hit rate 2.2% among 190,000;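 active = thallium flux slope and its plate-corrected score both differing from the plate sample mean at a set confidence after two filtering rounds, in either direction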;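 note: slope of fluorescence scaled to starting intensity during 10 to 20 s after thallium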
# Rad51 HR inh: human RAD51 strand exchange inhibitors, primary screen, biochemical, fluorescence | DNA repair protein RAD51 homolog 1 (Homo sapiens), Q06609 | hRad51 DNA strand exchange, fluorescence dequenching | inhibition, % at 10 µM | hit rate 0.085% among 200,000 | AID 1385, 2008;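 active = inhibition above 40% at the single screening dose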;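 note: 0% = DMSO control wells and 100% = blanks with heterologous ssDNA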
#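 Test system: preformed human Rad51 ssDNA filaments. Compound dosing: single dose, 10 µM final compound. Incubation: filaments 15 min 37 °C, then compound 30 min. Technique: FRET fluorescence dequenching, excitation 485 nm, emission 520 nm. Read-out basis: percent inhibition from fluorescence, normalised to plate control and blank means. Benchmarks: plate controls and plate blanks.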
# eIF4E 4G PPI: eIF4E–eIF4G protein interaction inhibitors, primary screen, biochemical, uHTS, TR-FRET, eIF4GI fragment. hit rate 0.37% among 220,000. Eukaryotic translation initiation factor 4E (Mus musculus) + Eukaryotic translation …. AID 782, 2007. TR-FRET eIF4E-eIF4GI(517-606) binding, 2 h. inhibition, % at 21.7 µM;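 note: 0% = full FRET control wells and 100% = background wells lacking eIF4GI fragment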
# Active calls of the source: *; nt = no result given; [ ] = another dose, or the depositor's remark.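 Rule for the calls, unless noted: active = inhibition above about 30% (limit read from the data); inactive = the rest.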
SMILES,p47phox inh,Furin inhibitor,hK5 inh,EBV gp42 block,Thrombin inh,14-3-3 Bad inh,Cl transport mod,Rad51 HR inh,eIF4E 4G PPI
CCc1nn2cc(-c3ccccc3)nc2s1,-6,-6,0,-16,-5,-13,-0.13,4,2[fluorescence artefact?]
CCNC(=S)N1CCn2cccc2C1c1ccc(F)cc1 (centres undefined),40*,-27,0,1,-4,-9,-0.4,8,-3
Cc1cccc(NC(=O)CCN2CC(C)OC(C)C2)c1 (centres undefined),-5,-13,-8,-3,-4,66,0.81,0,0
FC(F)C(F)(F)c1cc(-c2ccc(Cl)cc2)n[nH]1,1,-12,3,-14,-3,4,-0.13,-26,6
CC1=[N+](C)N(c2ccccc2)C(=O)C1N=Cc1ccccc1Cl (centres undefined),-12,-23,-1,-6,-6,-8,1.8,3,5
CCC1=C2CC[C@H]3C(=O)NC(=O)[C@H]3[C@H]2[C@@]2(Cc3ccccc3)C(=NCC(=O)OC)OC(=O)N2C1=O,-15,-24,4,-15,1,-1,-0.17,-1,-4
CN1CCN(NC(=O)c2cccc(Br)c2)CC1,0,-10,-16,-4,-5,-8[fluorescence artefact?],-0.14,nt,0
CC1CN(Cc2cc(=O)[nH]c(C3CC3)n2)CC(C)O1 (centres undefined),-2,-17[20 µM],-7,-10,1,nt,nt,-4,nt
Cc1ccc(-c2nc(CSc3nc4ccccc4c(=O)n3C)cs2)cc1,-42,-11,-16,-28,-5,-27[fluorescence artefact?],1.2,-10,-1
CCCNS(=O)(=O)c1ccc(OC)c(Cl)c1Cl,30*,4[20 µM],2,0,-8,-3,nt,4,2
C/C(=N/OC(=O)C1CC1c1ccccc1)c1ccccc1 (centres undefined),2,-28,-2,-12,7,-9,-3,16,4
COc1ccc(NC(=O)CCS(=O)(=O)c2ccc(OC)cc2)cc1,27,-41[20 µM],-19,-18,-16,-1,0.88,-1,-4
CCOC(=O)c1ccc(Nc2cc(C)nc(-c3ccccc3O)n2)cc1,-12,-6,-7,-11,-1,21[fluorescence artefact?],-0.15,5,-49[fluorescence artefact?]
CCC1=C(OC(=O)N(CC)CC)N2C(=O)OC(=NCC(=O)OC)[C@]2(Cc2ccccc2)[C@H]2C1=CC[C@H]1C(=O)N(CC(=O)OC)C(=O)[C@H]12,-2,-29,-1,-14,-2,-2,-0.14,-5,-1
CC(=O)Nc1ccc(NC(=O)Cn2c(-c3ccc(F)cc3)cnc2SCC(=O)Nc2c(C)cccc2C)cc1,4,-17[20 µM],25,-17,-4,1,0.86,-3,-10[fluorescence artefact?]
COC(=O)c1ccccc1NC(=O)N1CCN(Cc2ccco2)CC1,-17,-21,-10,-10,0,-5,0.31,9,1
COc1ccc(-n2c(SCC(=O)NC3CCCCC3)nc3ccsc3c2=O)cc1,-10,-38[20 µM],2,-13,-15,7,0.63,-7,1
COC(=O)C(O)(CC(=O)Nc1cc(Cl)ccc1Cl)C(F)(F)F (centres undefined),-10,-11[20 µM],6,2,0,-2,0.14,7,3
Cc1ccccc1NC(=O)/C(C#N)=C\c1cccnc1,-22,-15[20 µM],-3,-3,1,5[fluorescence artefact?],nt,-8,2
CCOc1ccc(C2Nc3cccc4cccc(c34)N2)cc1OC,1,-20[20 µM],-8,-1,3,-11[fluorescence artefact?],-0.27,4,4
Cc1ccc(S(=O)(=O)N(CCCN2CCCC2=O)Cc2cc3c(C)ccc(C)c3[nH]c2=O)cc1,-10,-12[20 µM],20,-15,-4,7,-0.5,0,5
CCOC(=O)c1sc(N)c(C(N)=O)c1C,30*,-5,-5,-4,8,-4,1.6,-9,1
CCC1Oc2ccc(C)cc2N(CC(=O)NCc2cccs2)C1=O (centres undefined),-7,-40,-17,1,4,0,-0.15,21,-3
COc1ccc(NC(=O)C2(c3ccc(NC(=O)c4ccc(C)cc4)cc3)CCCC2)cc1,-11,-26[20 µM],4,-4,2,18,nt,-4,0
CC(C)c1cc(CN2CCN(Cc3ccc(F)c(F)c3)C(CCO)C2)[nH]n1 (centres undefined),4,-12,-6,4,-9,1,-0.0077,0,1

# An excerpt from further up, for reference:
SMILES,p47phox inh,Furin inhibitor,hK5 inh,EBV gp42 block,Thrombin inh,14-3-3 Bad inh,Cl transport mod,Rad51 HR inh,eIF4E 4G PPI
CCc1nn2cc(-c3ccccc3)nc2s1,-6,-6,0,-16,-5,-13,-0.13,4,2[fluorescence artefact?]
CCNC(=S)N1CCn2cccc2C1c1ccc(F)cc1 (centres undefined),40*,-27,0,1,-4,-9,-0.4,8,-3
Cc1cccc(NC(=O)CCN2CC(C)OC(C)C2)c1 (centres undefined),-5,-13,-8,-3,-4,66,0.81,0,0

# Ordered by the number under Cl transport mod (smallest number first): 3 from the list above.
smiles | Cl transport mod
Cc1ccc(S(=O)(=O)N(CCCN2CCCC2=O)Cc2cc3c(C)ccc(C)c3[nH]c2=O)cc1 | -0.5
CCC1=C(OC(=O)N(CC)CC)N2C(=O)OC(=NCC(=O)OC)[C@]2(Cc2ccccc2)[C@H]2C1=CC[C@H]1C(=O)N(CC(=O)OC)C(=O)[C@H]12 | -0.14
FC(F)C(F)(F)c1cc(-c2ccc(Cl)cc2)n[nH]1 | -0.13

# Next section
SMILES,p47phox inh,Furin inhibitor,hK5 inh,EBV gp42 block,Thrombin inh,14-3-3 Bad inh,Cl transport mod,Rad51 HR inh,eIF4E 4G PPI
Cc1nn(Cc2ccccc2)c(C)c1NC(=O)c1noc2c1CCc1ccccc1-2,7,-42,-2,-11,0,11,-4.7*,11,-5
CCOC(=O)CNC(=O)c1c(C)nn(-c2ccccc2)c1Cl,-11,-18[20 µM],0,-1,-5,3,-0.028,-3,-1
Fc1ccc(NC(=S)NCCN2CCOCC2)c(F)c1F,-5,-17,-5,-1,-1,-5,-0.56,23,-2
Cc1ccc(-n2c3c(cc(C(=O)NC4CCSC4=O)c2=O)C(=O)CCC3)cc1 (centres undefined),-4,-12[20 µM],-3,-11,3,4,nt,8,16[fluorescence artefact?]
CCC(=O)N=c1sc2cc([N+](=O)[O-])ccc2n1CCOC,-4,-3,23,3,-10,4[fluorescence artefact?],-0.6,9,-6
O=C(Oc1c(Cl)cc(Cl)c2cccnc12)c1cccs1,2,1[20 µM],-11,-9,-2,-5[fluorescence artefact?],3*,-10,5
Cc1cccc(NC(=O)CSc2ccc(-c3ccc4c(c3)OCO4)nn2)c1C,-15,-24,-6,-9,-4,1,0.58,4,-4[fluorescence artefact?]
Cn1c(N)c(C(=O)COC(=O)C2CC(=O)N(Cc3ccccc3)C2)c(=O)n(C)c1=O (centres undefined),nt,-30,-3,-5,-2,3,-1.9,nt,6
Cc1cccc(-n2nnnc2SCC(=O)NCC2CCCO2)c1 (centres undefined),5,-17,-2,5,-5,4,-0.22,-1,2
CC(C)(C)OC(=O)C(C)(C)O/N=C(\C(=O)O)c1csc(N)n1,-1,-14,-1,3,nt,3,-0.17,9,-4
Cc1nnc(Sc2nc3c(c(=O)[nH]c(=O)n3C)n2Cc2ccccc2)s1,-2,-19,2,-12,-10,1,0.28,2,-17
O=C(c1ccc(S(=O)(=O)N2CCCCC2)cc1)N1CCN=C1SCc1cccnc1,1,-20,1,-11,-1,3,-2.3,4,-1
O=C(O)CCC(=O)NNC(=O)COc1cccc(Cl)c1,6,-3,nt,13,-3,0,nt,nt,-3
O=C(OCC(=O)N1CCN(C(=O)c2ccco2)CC1)c1ccccc1OCc1ccc(Cl)cc1,-9,-17,0,1,-7,1,-1.5,5,4
COC(=O)/C=c1\[nH]c2nnc(C)n2c1=O,-12,-28,2,-8,-1,-1,0.41,5,-1
CC12CCC(O)CC1=CCC1C2CCC2(C)C1CCC21CCC(=O)O1 (centres undefined),-13,-6,-10,3,-3,-7[fluorescence artefact?],0.29,5,5
Cc1cccc(C)c1NC(=O)/C(C#N)=C/c1ccsc1,-11,-10,-10,-1,-9,-7,-0.81,-2,-4
COC(=O)c1ccc2c(=O)[nH]c(CSc3nc(C)cs3)nc2c1,-10,-27,-4,-5,-9,-6,0.82,0,-1
Cc1nc(CC(=O)N/N=C/c2ccc(OCC(=O)O)cc2)cs1,0,-18,-3,-7,-2,13,-0.53,5,-5
CCN(CC)C(=O)C(Sc1ccccc1)c1ccccc1 (centres undefined),-6,-12[20 µM],-6,-9,-7,42,-0.97,0,16
CCOC(=O)CC(NC(C)=O)c1ccc([N+](=O)[O-])cc1 (centres undefined),3,-2,-13,11,-12,-3,0.83,-1,-7
CCn1c(SC(=O)NC2CCCCC2)nnc1-c1cccs1,1,-19,-7,-7,-3,-20,nt,-34,2
CC(=O)CCc1c(C)c2cc(C)ccc2[nH]c1=O,-3,-2,-6,-4,3,-9[fluorescence artefact?],-0.39,6,-11
O=C(CCSCCC(=O)NCc1cccs1)NCc1cccs1,-9,0,-19,2,3,-11,-0.52,7,-12
COc1ccc(NC(=O)c2cc3c(-c4ccc(OC)c(OC)c4)nn(C)c3s2)cc1OC,-49,-13[20 µM],6,-4,-1,9,-0.0098,0,6[fluorescence artefact?]
# More compounds:
SMILES,p47phox inh,Furin inhibitor,hK5 inh,EBV gp42 block,Thrombin inh,14-3-3 Bad inh,Cl transport mod,Rad51 HR inh,eIF4E 4G PPI
CCOC(=O)CSc1nc(-c2ccccc2)nc2ccc(F)cc12,-2,9,-3,-3,-20,9,nt,4,8
CCOC(=O)c1nnn(CC(=O)NC(=O)Nc2ccccc2)c1C(=O)OCC,-1,-10,-3,4,-8,-10,-0.036,7,3
CCn1c(=O)c([N+](=O)[O-])c(NCCc2ccccc2)c2ccccc21,-1,1[20 µM],-1,-7,-4,8,-1.5,2,2
O=C(O)CCc1ccc(-c2ccc(Br)cc2)n1NC(=O)c1ccc([N+](=O)[O-])cc1,-9,-19,-3,0,-6,-14,-0.16,-6,-2
COc1ccc(C(=O)COC(=O)COc2ccc(C)c(C)c2)cc1,-3,-2,-4,3,5,2,0.025,5,0
CCS(=O)(=O)N1CCN(Cc2ccccc2OC)CC1,-3,-16[20 µM],1,3,-5,51[fluorescence artefact?],-0.097,5,-2[fluorescence artefact?]
Cc1nc(-c2ccc(Cl)cc2)sc1C1(C)CC(c2ccc(C#N)cc2)=NO1 (centres undefined),-4,-23,0,-15,-2,-5,0.63,4,-1
Cc1onc(-c2ccccc2)c1C(=O)N=C(N)c1ccc(C(F)(F)F)cc1,-6,-10,1,-4,-1,-19,-0.44,-10,-3
Cc1cc2cc(C)c(NCCNC(=O)c3ccccc3Cl)nc2cc1C,-16,-46,-1,-15,-7,15,-1.2,-7,5
N#Cc1ccc(OCC(O)CS(=O)(=O)c2ccccc2)cc1 (centres undefined),1,-20,-7,7,4,-22,0.12,16,0
C=CCn1c(C)csc1=Nc1ccccc1C,2,-4,-1,-2,-11,3,-0.17,-1,4
Cc1cccc(N2CCN(C(=O)C3CCN(S(=O)(=O)c4cnc[nH]4)CC3)CC2)c1C,-2,-8,12,-7,-9,-2,0.23,6,3
